Screens from PubChem BioAssay.
MCF10A rerep = A quantitative high throughput screen for small molecules that induce DNA re-replication in MCF 10a normal breast cells; MCF 10A DNA re-replication, Hoechst nuclear intensity, 48 h; Potency, µM (titrated, usually from 46.1 µM), for the others: at the top dose activity, positive = re-replication, actives largely listed as activators; 350,000 tested, 2.9% active; AID 624296, 2012; also: potency is read from the fitted curve at half-maximal effect; % of control where 0% means no effect; nearly all actives have a fitted effect of over 50% in size
D3 ag = qHTS of D3 Dopamine Receptor Agonist: qHTS | D(3) dopamine receptor (Homo sapiens), P35462 | D3R DiscoveRx beta-arrestin cells, luminescence, 90 min | max activation, % | 410,000 tested, 0.58% active | AID 652048, 2013; in the data active = max activation above about 30%; also: 0% is about no effect; mostly tested at two doses, the higher about 12 µM
Target sequence (P35462 whole entry, looked up): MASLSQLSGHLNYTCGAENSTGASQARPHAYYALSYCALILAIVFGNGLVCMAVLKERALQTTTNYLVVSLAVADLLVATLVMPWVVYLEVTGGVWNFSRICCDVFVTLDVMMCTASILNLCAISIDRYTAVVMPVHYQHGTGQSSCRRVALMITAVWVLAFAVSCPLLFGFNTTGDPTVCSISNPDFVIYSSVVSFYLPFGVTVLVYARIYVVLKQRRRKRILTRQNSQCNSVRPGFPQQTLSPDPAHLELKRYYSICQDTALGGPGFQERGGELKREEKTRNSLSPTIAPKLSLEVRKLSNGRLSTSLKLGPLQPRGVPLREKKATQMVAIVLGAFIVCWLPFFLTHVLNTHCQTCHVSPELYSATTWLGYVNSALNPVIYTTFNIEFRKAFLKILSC
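Cells at 1500/well, incubated overnight, then treated with pinned compounds (dopamine as control) for 90 min at 37 degrees C. DiscoveRx reagent added for 30 - 60 minutes at room temperature; luminescence read.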
HT1080-NT tox = qHTS for induction of synthetic lethality in tumor cells producing 2HG: qHTS for the HT-1080-NT fibrosarcoma cell line; HT-1080-NT fibrosarcoma viability, CellTiter-Glo ATP luminescence, 48 h; AID 686970, 2013; 360,000 tested, 1.6% active; Potency, µM (doses to about 46.1 µM), for inactives: at the top dose activity, negative = less viability, actives largely listed as cytotoxic;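 also: NT is the 2HG producing partner of a matched IDH1 knockdown line; potency is read from the fitted curve at half-maximal effect; 0% = DMSO-treated cells and -100% = media-only wells without cells; nearly all actives have a fitted effect of over 55% in size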
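HT-1080-NT; 750 cells/well; 5% FBS RPMI; 48 h compound, 37 degrees C; CellTiter-Glo luminescence; curve fitting and curve-class assignment.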
IL1B secr inh = qHTS for Inhibitors of Inflammasome Signaling: IL-1-beta AlphaLISA Primary Screen; THP-1 LPS/ATP IL-1B secretion, AlphaLISA, 16 h; hits give low values; activity change, % at 57.5 µM; 360,000 tested, 4.7% active; AID 743279, 2014; in the data active = activity change below about -50%; inconclusive = mostly about -30% to -49%; also: % is scaled to controls: 0 for no effect and ±100 for the full control effect
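Secreted IL-1B measured by AlphaLISA bead assay after 16 h compound exposure of THP-1 cells; compounds (final up to 57.5 uM) added 1 h before LPS (250 ng/mL) and ATP (1.25 mM) stimulation; lower signal means less secretion.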
HT1080 IDH1KD tx = qHTS for induction of synthetic lethality in tumor cells producing 2HG: qHTS for the HT-1080-IDH1KD cell line; HT-1080 IDH1 knockdown viability, ATP luminescence, 48 h; Potency, µM (highest dose often 46.1 µM), without a hit: at the top dose activity, negative = toxicity, hits mostly cytotoxic; 360,000 tested, 2% active; AID 686971, 2013;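 also: potency is read from the fitted curve at half-maximal effect; 0% = DMSO wells and -100% = cell-free medium wells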
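IDH1KD HT-1080 cells, 750/well, RPMI + 5% FBS; compound pinned after 2 h settling; 48 h, 37 °C; CellTiter-Glo luminescence; % activity normalised to DMSO and no-cell wells; curves fitted, classed by r2 and efficacy.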
KB-3-1 cytotox = qHTS assay for MDR1-selective chemotherapeutics: Primary screen using the parental adenocarcinoma cell KB-3-1; KB-3-1 viability, CellTiter-Glo ATP luminescence, 72 h; Potency, µM (highest dose often 46.1 µM), for the others: at the highest dose activity change, negative = cytotoxic, most hits filed as cytotoxic; 400,000 tested, 1.4% active; also: potency is read from the fitted curve at half-maximal effect; % is scaled to controls: 0 for no effect and ±100 for the full control effect; nearly all actives have a fitted effect of over 60% in size
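Parental KB-3-1 adenocarcinoma cells in phenol-red-free DMEM with 10% FBS were pin-treated with compounds at several concentrations, incubated 72 h at 37 °C, and viability read by CellTiter-Glo luminescence; concentration-effect curves were fitted after normalization.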
KB-V1 MDR tox = qHTS assay for MDR1-selective chemotherapeutics: Primary screen using the drug-selected MDR subline cells KB-V1; KB-V1 MDR cells viability, CellTiter-Glo, 72 h; Potency, µM (titrated, usually from 46.1 µM), without a hit: at the top dose activity change, negative = cytotoxicity, most hits filed as cytotoxic; 400,000 tested, 3.4% active; AID 1347076, 2019; also: potency is read from the fitted curve at half-maximal effect; % is scaled to controls: 0 for no effect and ±100 for the full control effect; nearly all actives have a fitted effect of over 60% in size
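Potencies derive from concentration-effect curves fitted to normalized luminescence (CellTiter-Glo) of KB-V1 cells treated for 72 h at 37 degrees C in phenol-red-free DMEM containing 10% FBS.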
SW480 rerep = A quantitative high throughput screen for small molecules that induce DNA re-replication in SW480 colon adenocarcinoma cells. Potency, µM (titrated, usually from 46.1 µM), for inactives: at the top dose re-replication activation, actives largely listed as activators. 340,000 tested, 1.8% active. SW480 DNA re-replication, Hoechst DNA content imaging, 48 h; also: potency is read from the fitted curve at half-maximal effect; % of control where 0% means no effect; nearly all actives have a fitted effect of over 55% in size
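Treated cells incubate 48 hr (37 C, 5% CO2), are stained 40 min with Hoechst, and nuclear fluorescence is enumerated; a rise in nuclei with high DNA signal marks re-replication.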
HEK293 tox = qHTS of GLP-1 Receptor Inverse Agonists: Cytotox Screen. Potency, µM (doses to about 38.3 µM), for inactives: at the top dose activity change, negative = inhibition, actives largely listed as inhibitors. 410,000 tested, 0.13% active. HEK293 cAMP-luciferase reporter cells, luminescence, 24 h;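 also: loss of luciferase light is scored as toxicity; potency is read from the fitted curve at half-maximal effect; % is scaled to controls: 0 for no effect and ±100 for the full control effect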
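MLSMR compounds, 24 hr on cells at 37 deg C/5% CO2; luminescence after luciferase reagent (12 min RT). Inhibition counted as the undesired cytotoxic outcome.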
The depositor's hits bear a star; ? = inconclusive; . = not tested or not shown; & = joins results of further samples; [ ] = remark or other dose. Unless noted, calls follow the shape of the dose curve; as a rule, active = well fitted curve in the direction sought with a large enough effect; inconclusive = small, poorly fitted or top-dose-only effect, or another doubt; inactive = no such curve, though single readings can be large; an effect the other way counts as inactive or inconclusive.

Every second line gives: MCF10A rerep | D3 ag | HT1080-NT tox | IL1B secr inh | HT1080 IDH1KD tx | KB-3-1 cytotox | KB-V1 MDR tox | SW480 rerep | HEK293 tox
CCOc1ccc(C(=O)Nc2cccc3ncccc23)cc1Br
→ 0.58µM* | -6 | -4% | 0 | 0% | -35% | 14% | 64% | -4%
O=C(CCN1C(=O)/C(=C\c2ccco2)SC1=S)Nc1ccc(C(=O)O)c(O)c1
→ -1% | 0 | 5% | -15 | 0% | 3% | 28% | -13% | -22%
COc1ccc2cc(C(=O)C3CCCN(C(=O)c4cc5nc(C)cc(C)n5n4)C3)ccc2c1 (stereo not drawn)
→ 19% | 4 | 0% | 5 | 8% | 3% | -11% | -4% | 8%
CC(C)(CNC(=O)c1sc2cc(F)ccc2c1Cl)N1CCOCC1
→ 2% | 1 | 14% | -5 | 6% | -7% | ? | 1% | 5%
COc1ccc(OCC(=O)N2CCN(C(=O)c3ccccc3)CC2)cc1
→ 1% | 3 | 17% | -3 | 12% | 10% | -4% | 1% | 11%
CCOC(=O)C1CCN(C(=O)Cn2nc(C)n3c(cc4cc(C)ccc43)c2=O)CC1
→ 7% | 4&8 | 2% | -10 | 16% | -2% | -10% | 0% | 4%&2%
Cc1cc(S(=O)(=O)NCc2ccccc2)ccc1OCC(=O)NCC1CCCO1 (stereo not drawn)
→ -17% | 0 | -1% | 1 | -16% | 0% | -12% | -14% | 2%
CCOc1ccc(OCC(=O)OCC(=O)Nc2ccc3[nH]c(=O)[nH]c3c2)cc1
→ 2% | -3 | 4% | 12 | 7% | 5% | -1% | -8% | -1%
COc1ccccc1NC(=O)C1=C(C)Nc2nc(-c3cccs3)nn2C1c1cccnc1 (stereo not drawn)
→ -1% | 1 | -2% | -6 | -1% | -2% | 9% | -7% | -32%
COc1ccc(C(=O)N2CCCC(c3cc(C(=O)NCc4ccccc4)no3)C2)cc1 (stereo not drawn)
→ . | 8 | 11% | 2 | 14% | 0% | -16% | . | -1%
Cc1cc(C(=O)OCn2nnc3ccccc3c2=O)c(C)o1
→ -4% | -8 | 4% | 6 | 2% | 7% | 9% | -7% | 2%
NC(=O)c1ccccc1NC(=O)CN1c2ccccc2S(=O)(=O)c2ccccc21
→ . | -23 | . | . | . | 0% | 20% | . | -4%
COc1ccc(N2CCN(C(=O)c3cc4c(-c5ccc(Cl)cc5)nn(C)c4s3)CC2)cc1
→ -1% | 4 | -5% | 5 | 5% | -4% | -5% | -9% | 4%
Cc1ccc(CSCCNC(=O)c2ccc(NS(C)(=O)=O)cc2)cc1
→ -8% | -5 | -16% | -9 | -8% | 10% | -8% | -24% | 5%
Cc1ccc(S(=O)(=O)Nc2ccccc2[N+](=O)[O-])cc1
→ . | -8 | -2% | 13 | 1% | -19% | -13% | . | 2%
O=C(O)C1CC(O)CN1c1nc(Cl)ccc1[N+](=O)[O-] (stereo not drawn)
→ -3% | -1 | 18% | -3 | 7% | -3% | 16% | -10% | -6%
Cc1cccc(NC(=O)CSc2nnc(-c3ccc(S(=O)(=O)N4CCCC4)cc3)o2)c1
→ -1% | 11 | 5% | 21 | 2% | ? | ? | -2% | 2%
Cc1cccc[n+]1CC(=O)c1ccc(NC(=O)c2ccccc2)cc1
→ 16% | 1 | 4% | 23 | -6% | 0% | 20% | -5% | -28%
COc1ccc(-c2ccccc2)c2oc(-c3ccco3)cc(=O)c12
→ ? | 1 | 19% | 16 | 14% | 7% | 52% | -7% | ?
O=C(CSC1=Nc2ccccc2N=C(c2ccc(F)cc2)C1)NCc1ccccc1
→ . | -4 | . | . | . | 8% | 0% | . | -8%
CCCCN1C(=O)C(CC(=O)NCc2cccc3ccccc23)CC(C(=O)N2CCCCCC2)=C1C (stereo not drawn)
→ . | -11 | 0% | -55* | -5% | ? | 9.2µM* | . | 1%
Cc1ccc2nsnc2c1S(=O)(=O)Nc1ccccc1C(=O)O
→ 1% | -5 | 7% | -5 | -10% | 0% | -12% | -28% | 1%
CCN(CC)c1ccc(NC(=O)CCc2nnc3ccc(N4CCCCC4)nn23)c(C)c1
→ 5% | -8 | -3% | 37 | 1% | -7% | -22% | 2% | 3%
CCCCOc1ccc(S(=O)(=O)N2CCN(C)CC2)cc1
→ -1% | -20 | 1% | -19 | 15% | -5% | -10% | -5% | 1%
O=C(/C=C/Nc1cccc(C(F)(F)F)c1)c1ccco1
→ 2% | -3 | 10% | 14 | 6% | -19% | 2% | 4% | -3%
Cc1cccc(C(=O)OCC(=O)Nc2ccc3c(c2)OCCO3)c1O
→ 8% | 0 | 5% | -16 | 8% | ? | 0% | 1% | -15%
O=C(CSc1ccc(F)cc1)N1CCOCC1
→ -2% | 0 | -2% | 10 | 6% | 1% | 1% | 8% | -15%
CCOC(=O)c1[nH]c2ccccc2c1NC(=S)Nc1cccc(C)c1C
→ 1% | -5 | 0% | 7 | -10% | -22% | ? | -2% | 2%
O=C(COC(=O)c1cccc(Cl)c1Cl)NC1CCCC1
→ -13% | 1 | 21% | 27 | 11% | 11% | 5% | -15% | 14%
CCOc1ccc(NC(=O)c2ccc(Cl)c(NC(=O)c3ccco3)c2)cc1
→ 16% | 5 | 1% | 11 | -29% | 27% | -16% | -1% | 0%

Some values from above:
IL1B secr inh with CCOC(=O)c1[nH]c2ccccc2c1NC(=S)Nc1cccc(C)c1C is entered as 7
HEK293 tox with Cc1cc(S(=O)(=O)NCc2ccccc2)ccc1OCC(=O)NCC1CCCO1 (stereo not drawn) is entered as 2%

Additional structures
Every second line gives: MCF10A rerep | D3 ag | HT1080-NT tox | IL1B secr inh | HT1080 IDH1KD tx | KB-3-1 cytotox | KB-V1 MDR tox | SW480 rerep | HEK293 tox
CCOC(=O)CSc1nc2c(sc(=S)n2Cc2ccco2)c(=O)n1-c1ccccc1
→ 12% | -19 | 9% | 21 | -11% | 9% | 0% | -5% | -19%
COC(=O)C[C@H]1C[C@H]2c3cc(NC(=O)Cc4ccncc4)ccc3O[C@H]2[C@@H](CO)O1
→ . | 5 | 2% | 28 | 4% | 3% | -5% | . | -19%
O=C(NCc1ccco1)C(=O)NCc1ccccc1Cl
→ 12% | -5 | -2% | -9 | 19% | 1% | 20% | -1% | 13%
CCn1c2ccccc2c2cc(NC(=O)C/C(C)=N/NC(=O)c3ccccc3N)ccc21
→ 1% | -4 | -1% | 25 | -23% | -4% | -21% | -9% | -10%
O=C(CN1CCCCCC1)Nc1ccc(Br)cc1[N+](=O)[O-]
→ 4% | 2 | 0% | -14 | 3% | -21% | ? | -1% | -23%
Cc1ccc(Nc2nc(-c3c(C)nc4ncccn34)cs2)cc1
→ ? | -3 | 0.18µM* | -98* | ? | 0.0058µM* | 0.33µM* | 0.058µM* | -43%
CC(C)c1ccc(NC(=O)/C(C#N)=C/c2ccncc2)cc1
→ ? | 3 | -4% | 0 | -3% | -5% | 9% | 30% | 0%
CCOc1ccccc1NC(=O)c1ccoc1C
→ -3% | -2 | 10% | 1 | 6% | 0% | 2% | -2% | -1%
CCCCN(CC)S(=O)(=O)c1ccccc1
→ -1% | -4 | -1% | -16 | -1% | -2% | 7% | -4% | 4%
CCn1nc(C(=O)Nc2cccc3ccccc23)c(Cl)c1Cl
→ 3% | -8 | -3% | 6 | -6% | -12% | -14% | 0% | -8%
O=C(c1ccc(Br)cc1)c1cn[nH]c1-c1ccccc1O
→ 16% | 6 | -4% | -10 | -23% | ? | ? | 2% | -12%
CCCC(=O)Nc1ccc(NC(=O)c2ccco2)cn1
→ 6% | 3 | 12% | 19 | 8% | -5% | 5% | -7% | -8%
Cc1cccc2[nH]c3c(N4CC=C(c5ccc(F)cc5)CC4)ncnc3c12
→ ? | -17 | ? | -92* | ? | -12% | -11% | 5% | -56%
CCOC(=O)C1=C(C)N=C2SC(C(=O)OC)=CC(=O)N2C1c1ccc(F)cc1 (stereo not drawn)
→ -3% | -7 | 0% | -61* | -18% | 3% | -28% | 0% | -14%
CC(C)(/C=N/O)/[N+]([O-])=C/c1ccco1
→ -2% | 2 | 17% | 5 | 23% | 5% | -1% | -3% | 4%
COc1ccccc1CNS(=O)(=O)c1ccc(Br)s1
→ 5% | -6 | -4% | 12 | -1% | 16% | -16% | 3% | -2%
CC(C)(C)OC(=O)N1CCN(C(=O)c2[nH]cnc2C(=O)Nc2cccc(Cl)c2)CC1
→ 2% | 14 | 9% | -3 | 18% | 4% | 0% | 6% | 10%
COc1ccc(N(C(C)C(=O)Nc2ccc(S(=O)(=O)N3CCCCC3)cc2)S(C)(=O)=O)cc1 (stereo not drawn)
→ -4% | -7 | -2% | 5 | -8% | -3% | -13% | -35%[inhibitor] | -6%
O=C(O)/C=C/c1ccc(S(=O)(=O)N(CCO)CCO)cc1
→ -5% | 0 | -1% | 3 | 4% | ? | 29% | -11% | 9%
CSc1ccccc1NC(=O)COC(=O)CCC(=O)c1ccc(F)cc1
→ 0% | 3 | 0% | -28 | -14% | 20% | 0% | 6% | 3%
COc1ccc(CNC(=O)C2CCN(c3nn4c(=O)cc(C)nc4s3)CC2)cc1
→ -1% | 4 | -6% | 15 | -2% | -1% | -8% | -7% | -6%
COc1ccc(NC(=S)Nc2cccnc2)c(OC)c1
→ 7% | 2 | 5% | -8 | 4% | -1% | 0% | -3% | -5%
